KDM5B inh – blocks human KDM5B histone demethylase activity | 220,000 compounds, 2.6% hits | Q9UGL1 | KDM5B demethylase, FDH-coupled NADH fluorescence (FDH is formaldehyde dehydrogenase) | Potency, µM (titrated, usually from 57.7 µM), for inactives: at the highest dose activity change, negative = inhibition, hits mostly inhibitors; active = well fitted inhibition curve with a large enough effect; inconclusive = small, poorly fitted or top-dose-only effect; inactive = no such curve, though single readings can be large or run the other way; also: 0% is about no effect; nearly all actives have a fitted effect of over 70% in size
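Coupled FDH/NAD⁺ fluorescence readout. KDM5BΔAP 200 nM final; compound titration, 10 min RT preincubation; substrate mix 12.5 µM H3K4me3, 25 µM 2-OG, 50 µM Fe(II), 100 µM ascorbate, 0.25 mM NAD⁺, 0.25 U/mL FDH; ΔRFU over 30 min.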
* = called active by the depositor; i = inactive; ? = inconclusive; & = joins results of further samples; [ ] = another dose, or the depositor's remark. Potency is read from the fitted curve at half-maximal effect.

# | Compound | KDM5B inh
1 | CC(C)N(Cc1cccc(Cl)c1)S(=O)(=O)c1cnn(C)c1 | 21%
2 | O=C(O)CC(NS(=O)(=O)c1ccc(Br)s1)c1ccccc1 (stereo unspecified) | -16%
3 | COc1ncc(-c2cnc3[nH]cc(CC(=O)N4CCOCC4)c3c2)cn1 | 3%[86.2 µM]
4 | Cn1c(=O)c2c(SCC(=O)NCc3ccc(F)cc3)nc(-c3ccccc3Cl)nc2n(C)c1=O | -2%
5 | Cc1nc(-c2c3n(c(=O)n(Cc4ccccc4)c2=O)CCCCC3)no1 | 23%
6 | O=C(CN1CCN(Cc2cccc(Cl)c2)C1=O)NCc1ccc(F)cc1 | 2%
7 | Cn1ccnc1C(NC(=O)COc1ccccc1-c1ccccc1)c1ccc(F)cc1 (stereo unspecified) | -18%
8 | O=C(O)c1cc(S(=O)(=O)N2CC3CC3C2C(=O)O)c(Cl)cc1Cl (stereo unspecified) | -18%
9 | CN(Cc1cccnc1)c1ccc2ncc(Nc3ccc4c(c3)OCO4)n2n1 | ?
10 | Cc1ccc(C)c(NC(=O)Cn2c(-c3nonc3N)nc3ccccc32)c1 | -1%&5%
11 | COc1ccc(NC(=O)CC2C(=O)NCCN2C(=O)CN2CCN(c3ncccn3)CC2)cc1 (stereo unspecified) | 3%
12 | Cc1nc2nc(C)c(NS(=O)(=O)c3ccc(F)cc3)c(=O)n2[nH]1 | 4%
13 | CN(Cc1ccccc1)S(=O)(=O)c1ccc(NC(=O)c2cc(=O)c3ccccc3o2)cc1 | 24%&0%
14 | N#C/C(=C\c1ccc(Cl)cc1)c1nc(-c2cc3ccccc3oc2=O)cs1 | -1%
15 | Cc1cn2nnc(C(=O)NCCc3cccs3)c2c(=O)[nH]1 | -24%
16 | Cc1cc(C(=O)NCC(=O)NC2CC2)c2ccccc2n1 | 7%
17 | COc1ccc(CC2CCOC3(CCN(C(=O)NCC(C)C)CC3)C2)cc1 (stereo unspecified) | -2%
18 | CCN(CC)S(=O)(=O)c1cccc(C(=O)OC2CC(C)OC2=O)c1 (stereo unspecified) | -10%
19 | COc1ccc(C(=O)N(Cc2cc3cccc(C)c3[nH]c2=O)c2ccccc2)cc1 | 5%
20 | CN(Cc1ccco1)C(=O)CSc1nc(-c2cccs2)nc2ccccc12 | ?
21 | Cc1cc(C)n2c(Nc3ccccc3)c(-c3ccccc3)nc2n1 | 21%
22 | Cc1ccccc1OCCOC(=O)CCC(=O)c1ccc(F)cc1 | 10%
23 | Cc1c(Cc2ccc3c(c2)OCO3)sc(NC(=O)C2CC2)c1C(N)=O | ?
24 | CCOc1ccc(OCC)c(NC(=O)CN(c2ccc(C)cc2)S(=O)(=O)c2c(C)n[nH]c2C)c1 | -24%
25 | O=C1C[C@@H]2CCN(C(=O)c3ccccc3)C[C@@H]2CCN1CCN1CCNC1=O | -11%[86.2 µM]
26 | Cn1c(=O)c2c(nc(NCCO)n2Cc2ccc(F)cc2)n(C)c1=O | -5%
27 | CC(=O)c1c(C)nn(C(C)CC(=O)N2CCc3c(nc(N)[nH]c3=O)C2)c1C (stereo unspecified) | 3%
28 | COc1ccc(CNC(=O)C2CCC(CNS(=O)(=O)c3ccc(C)cc3)CC2)cc1 (stereo unspecified) | 26%
29 | CCCC1(CC)NC(=O)N(c2ccc(Br)cc2)N1 (stereo unspecified) | 10%
30 | CC(C)(Oc1ccc(Cl)cc1)C(=O)N1CCN(C(=O)c2ccco2)CC1 | -6%
31 | CC(=O)Oc1ccc(N(C(C)=O)S(=O)(=O)c2ccc3ccccc3c2)cc1Br | -5%
32 | O=S(=O)(c1ccc(F)cc1)N1CCC(c2nc3ccccc3[nH]2)CC1 | 15%
33 | CCN(C(=O)Cn1c(CN2CCOCC2)nc2ccccc21)c1ccccc1 | 20%
34 | O=C(CNCc1ccccn1)N1CCc2ccccc2C1 | ?
35 | COCCN1C(=O)[C@H]2CN(Cc3ccccc3OC(F)(F)F)C[C@H]2C1=O | 8%
36 | O=C(c1ccc(Cl)nc1)N1CCn2c(nn(-c3ccc([N+](=O)[O-])cc3)c2=O)C1 | -24%
37 | COc1cccc(Nc2ncc3c(n2)C(C)(C(=O)N2CC[S+](=O)([O-])CC2)CC3)c1 (stereo unspecified) | 8%[86.2 µM]
38 | Cc1nn(-c2ccc(F)cc2)c(Oc2cccc(F)c2)c1CCC(=O)N(C)C(C)C | ?
39 | O=C(CC1CCS(=O)(=O)C1)N1CCCC(c2ccccc2)(c2ccccc2)C1 (stereo unspecified) | -9%
40 | CCSc1ncc(Cl)c(C(=O)Nc2sc3c(c2C(=O)NCCCOC)CCCC3)n1 | 19%
41 | CCOC(=O)Cn1c(=O)oc2cc(S(=O)(=O)Nc3ccccc3F)ccc21 | 1%
42 | COCC1CN(C2CCC2)CC12CCN(C(=O)c1cccc(OC)c1)CC2 (stereo unspecified) | ?
43 | CCCCN1C(=O)CC[C@H]2CN(C(=O)CCn3cccc3)CC[C@H]21 | -10%
44 | CCOc1ccc(CNC(=O)c2ccc(Sc3ccc(C)cc3)c(N)c2)cc1OC | ?
45 | Cc1cc(C)cc(NC(=O)Cn2c(N3CCN(c4ccccc4)CC3)nc(C)cc2=O)c1 | -12%
46 | O=C(Nc1cccc(F)c1)C1CCN(C(=O)N2CCOc3ccccc32)CC1 | 9%
47 | Cc1ccc(S(=O)(=O)Nc2nnc(C3CCCCC3)s2)cc1 | -21%
48 | COc1ccccc1N1C(=S)NC2CS(=O)(=O)CC21 (stereo unspecified) | -4%
49 | O=C(NC1CC1)C1CC(=O)N(c2n[nH]c3cc(Br)ccc23)C1 (stereo unspecified) | -17%
50 | CC(C)(C)C(=O)NC1(C(F)(F)F)NC(=O)N(CCc2ccccc2)C1=O (stereo unspecified) | 28%

(listing goes on)
# | Compound | KDM5B inh
51 | CNC(=O)c1cc[nH]c1C1CCCN(C(=O)NCCOC)C1 (stereo unspecified) | -15%
52 | OC1(CN2CCCCC2)CCN(Cc2cccc(F)c2F)C1 (stereo unspecified) | -14%
53 | Cc1ccc(Cl)cc1NC(=O)c1sc2nc(C)c(C)c(C)c2c1N | -19%
54 | COc1cccc(C(C(=O)O)N2CCN(c3ccccn3)CC2)c1OC (stereo unspecified) | -25%
55 | COc1ccc(Cc2c(C)nn(-c3nc(C)c(C(=O)Nc4ccc(C)cc4C)s3)c2C)cc1 | -11%
56 | Cc1ccc(Cn2c(=O)n(Cc3ccccc3Cl)c(=O)c3ccccc32)cc1 | -4%
57 | Cc1cccc(N(Cc2cc3ccccc3[nH]c2=O)C(=O)c2cccc(Cl)c2)c1 | -12%
58 | O=C(Cc1nc2ccccc2[nH]1)c1ccc(Br)cc1 | ?
59 | Cc1nc2ncccn2c1C(=O)N[C@H]1CCOC[C@H]1C1CCOCC1 | 28µM*
60 | CCc1noc(-c2cccn3c(CNC(=O)c4ccccc4F)nnc23)n1 | 32µM*

3 entries already listed, arranged by the number in KDM5B inh, smallest number first.
# | Compound | KDM5B inh
54 | COc1cccc(C(C(=O)O)N2CCN(c3ccccn3)CC2)c1OC (stereo unspecified) | -25%
57 | Cc1cccc(N(Cc2cc3ccccc3[nH]c2=O)C(=O)c2cccc(Cl)c2)c1 | -12%
55 | COc1ccc(Cc2c(C)nn(-c3nc(C)c(C(=O)Nc4ccc(C)cc4C)s3)c2C)cc1 | -11%

(further entries)
# | Compound | KDM5B inh
61 | CCC(=O)N1CCc2cc(S(=O)(=O)CCC(=O)N3CCN(c4ccccc4F)CC3)ccc21 | -13%
62 | COc1ccc(C(=O)/C=C/c2ccccc2F)c(OC(=O)c2ccccc2Br)c1 | -26%
63 | CC(C)c1cc(C(N)=O)c(NC(=O)Cc2c(F)cccc2Cl)s1 | -1%
64 | Cc1ccc(NS(=O)(=O)c2ccc3c(c2)n(C)c(=O)n3C)cc1C | 7%
65 | COc1cc(OC)c(C(=O)/C=C/c2ccc(C#N)cc2)cc1Cl | 3%
66 | COc1ccccc1-c1c(NC(=O)c2ccco2)n(-c2ccccc2)nc(C)c1=O | 8%
67 | COc1ccc(-c2nc3c([nH]2)CN(S(=O)(=O)N2CCCC2)CC3)cn1 | ?
68 | O=C1NC(CCc2ccccc2)C(=O)N1Cc1coc(-c2cccc(F)c2)n1 (stereo unspecified) | 14%
69 | CCOc1ccccc1CNC(=O)c1sc2ncccc2c1-n1cccc1 | -6%
70 | CCOc1c(OC)cc(Br)c2cc(C(=O)O)[nH]c12 | ?
71 | COC(=O)c1sccc1S(=O)(=O)Nc1ccc(SC(F)F)cc1 | -3%
72 | CC1(C(=O)Nc2cccc3cccnc23)Cc2ccccc2C(=O)O1 (stereo unspecified) | -12%
73 | Cc1ccc(-n2c(=O)c3ccc(C(=O)NCc4ccccc4Cl)cc3n(CC(=O)Nc3cccc(Cl)c3)c2=O)cc1 | ?
74 | CCCCN(CCCC)C(=O)C1CCN(S(=O)(=O)c2cccc3nsnc23)CC1 | ?
75 | Cc1ccc(OCC(=O)Nc2ccc3nc(SCc4ccccc4)sc3c2)cc1 | -46%
76 | CC1=NCCN1CCNC(=O)Nc1cc(C)cc(C)c1 | 23%
77 | CCc1ccc(C(=O)NCc2ccnc(N3CCN(C)CC3)c2)s1 | 6%
78 | O=C(c1ccc(OCc2cn3ccccc3n2)cc1)N1CCN(c2ncccn2)CC1 | -30%
79 | O=C(Cc1ccccc1)NC1CCCc2c1[nH]c1ccccc21 (stereo unspecified) | -28%
80 | COCC1CN(C)CC12CCN(Cc1ccc(C)o1)CC2 (stereo unspecified) | ?
81 | CCCCCOc1ccc(C(=O)N2CCC(c3nc4ccccc4o3)CC2)cc1 | -1%
82 | Cn1c(-c2ccc(Br)cc2)cc2ccccc21 | -13%
83 | Cc1ccc(C(=O)N2CCC3(CC2)N(C)C(=O)CS3(=O)=O)c(C)c1 | 7%
84 | NS(=O)(=O)c1ccc(Br)c(C(=O)OCc2ccc(Cl)c(Cl)c2)c1 | ?
85 | Cc1cccc(CC(=O)N2CCC3(CC2)CC(N(C(=O)NC(C)C)C2CC2)CCO3)c1 (stereo unspecified) | 48%[activator]
86 | Cc1ccccc1NC(=O)C(=O)NCCc1csc2nc(-c3ccccc3F)nn12 | -4%
87 | COCCNC(=O)c1ccc(CSc2nc3ccccc3s2)cc1 | 5%
88 | Cn1cnc(S(=O)(=O)N2CCCCC2c2nc(-c3cccnc3)n[nH]2)c1 (stereo unspecified) | 7%
89 | Cc1ccc(SC(=O)c2ccccc2Br)cc1 | -5%
90 | Cc1ccc2sc(N(Cc3cccnc3)C(=O)C3COc4ccccc4O3)nc2c1C (stereo unspecified) | 3%
91 | COC[C@@H]1[C@H](NC(=O)c2cnc3c(c2)CCC3)[C@@H]2CCO[C@H]12 | -13%
92 | O=[N+]([O-])c1ccccc1S(=O)(=O)NCc1cccs1 | -6%
93 | CSc1nnnn1-c1c(C)cccc1C | 26%
94 | Cc1nn2c(=O)cc(COC(=O)c3ccc(NC(=O)c4cccs4)cc3)nc2s1 | ?
95 | COc1ccc(NC(=O)[C@H]2C[C@@H]3CCCN3[C@]23C(=O)Nc2c(C)cc(Cl)cc23)cc1 | -7%
96 | COc1ccccc1-c1noc(-c2nc(C)no2)n1 | ?
97 | O=C(Nc1ccc(-c2ccccc2)cc1)c1ccc(Cl)cc1Cl | 5%
98 | COc1cccc(/C=C/c2nc(C#N)c(NCCN3CCOCC3)o2)c1 | i
99 | CCc1cc2c(cc3c(=O)n(CC(=O)NCCOC)nc(CC)n32)s1 | -18%
100 | Cc1ccc(CN2CCCN(CC(=O)Nc3ccc(C)cc3C)S2(=O)=O)cc1 | -6%
101 | CN(CC1CCOC1)C(=O)c1ccc(F)c(Cl)c1 (stereo unspecified) | 0%
102 | O=C(C1CCCC1)N1CC2(CCCN2CC2CC2)Cc2ccccc21 (stereo unspecified) | ?
103 | O=C(CCc1ccnc(N2CCOCC2)c1)NCCN1CCc2ccccc2C1 | 25µM*
104 | O=C(CN1CCOCC1)N/N=C/c1ccc(-c2ccc(Br)cc2)o1 | ?
105 | CCc1ccccc1NC(=O)c1cc2sc(Cl)cc2n1CC | ?
106 | CC(C)C(NC(=O)c1ccc2c(c1)NC(=O)CS2)c1cccs1 (stereo unspecified) | 15%
107 | Cc1nc2ccc(C(=O)N3CCCC3CN3CCCC3)cc2nc1C (stereo unspecified) | -7%
108 | Cc1cccc(CCNC(=O)c2cnc3c(C)cccn3c2=O)c1 | ?
109 | Cc1cccc(CSCC(=O)N2CCCC2)c1 | 9%
110 | COc1cc2ccccc2cc1C(=O)Nc1ccc2oc(-c3ccc(F)cc3Cl)nc2c1 | -20%

Following part
# | Compound | KDM5B inh
111 | C=CCOc1ccc(C=O)cc1 | 13%
112 | Nc1nc2c(s1)C(c1ccc(F)cc1F)CC(=O)N2 (stereo unspecified) | 32µM*
113 | CC(C)N(Cc1nccn1C)C(=O)c1ccc(OC2CCN(C(=O)C3CC3)CC2)cc1 | 17%
114 | COc1ccc(Br)cc1CNC(=O)c1cc2c(=O)n(C)c3ccccc3c2s1 | -9%
115 | Cc1cc(C)c(NC(=O)C(C)n2c(=O)cc(C)c3c(C)nn(-c4ccccc4)c32)c(C)c1 (stereo unspecified) | 1%
116 | Cc1ccc(S(=O)(=O)NCc2nc3nc(C)cc(C)n3n2)c(C)c1 | -7%
117 | Cc1ccc(-c2nc(CS(=O)CC(=O)NCCc3ccc(Cl)cc3)c(C)o2)cc1 (stereo unspecified) | 10%
118 | Cc1ccccc1N(C)C1CN(C(=O)c2ccc3c(c2)OCO3)C1 | -8%[149 µM]

In a second layout: entries from further up.
111: C=CCOc1ccc(C=O)cc1
  KDM5B inh: 13%
18: CCN(CC)S(=O)(=O)c1cccc(C(=O)OC2CC(C)OC2=O)c1 (stereo unspecified)
  KDM5B inh: -10%
93: CSc1nnnn1-c1c(C)cccc1C
  KDM5B inh: 26%
118: Cc1ccccc1N(C)C1CN(C(=O)c2ccc3c(c2)OCO3)C1
  KDM5B inh: -8%[149 µM]

High-throughput results from PubChem.

Some of the compounds tested, so the mix of outcomes need not match the whole.
